High-throughput results: PubChem BioAssay, several laboratories
BCLXL inh – inhibitors of human Bcl-xL, primary screen, biochemical, fluorescence polarization, HTS; 320,000 compounds, 0.7% hits; Bcl-2-like protein 1 (Homo sapiens), Q07817; AID 2129, 2009; inhibition, % at 10.9 µM; GST-Bcl-xL / FITC-Bim BH3 peptide fluorescence polarization;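 active = inhibition above the mean of all tested compounds plus 3 SD, cutoff set per campaign, cut at about 30% in these data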;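 note: 0% = DMSO wells and 100% = unlabeled Bim-BH3 peptide competitor; inhibitors lower millipolarization by displacing the labeled peptide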
GLD-1 RNA inh – GLD-1/TGE RNA complex disruptors, primary screen, biochemical, fluorescence polarization; Female germline-specific tumor suppressor gld-1 (Caenorhabditis elegans), Q17339; inhibition, % at 5.96 µM; 320,000 compounds, 0.44% hits; purified GLD-1 + fluorescein TGE RNA;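 active = percent inhibition above a per-plate cutoff, the plate mean of test compounds plus 3 SD, cut at about 30% in these data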;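 note: 0% = DMSO wells with GLD-1 and probe and 100% = wells lacking GLD-1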
Target sequence (Q17339 whole entry, looked up): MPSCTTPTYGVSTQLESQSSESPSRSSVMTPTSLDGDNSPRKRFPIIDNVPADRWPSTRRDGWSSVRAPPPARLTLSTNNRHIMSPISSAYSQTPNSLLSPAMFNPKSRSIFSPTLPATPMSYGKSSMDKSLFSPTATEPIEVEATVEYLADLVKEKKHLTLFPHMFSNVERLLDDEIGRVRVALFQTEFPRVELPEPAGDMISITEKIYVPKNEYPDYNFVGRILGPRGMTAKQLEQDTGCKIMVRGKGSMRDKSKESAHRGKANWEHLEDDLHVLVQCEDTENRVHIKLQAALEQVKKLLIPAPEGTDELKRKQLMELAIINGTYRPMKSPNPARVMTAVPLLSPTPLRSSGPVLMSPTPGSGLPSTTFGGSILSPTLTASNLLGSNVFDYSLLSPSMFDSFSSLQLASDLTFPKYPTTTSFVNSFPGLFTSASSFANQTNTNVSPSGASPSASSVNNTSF
MEX-5 binding – MEX-5 zinc finger RNA-binding disruptors – biochemical, C. elegans, fluorescence polarization, MLPCN library, primary screen | activity score (negative = inhibition of binding), % at 10 µM | 300,000 compounds, 0.38% hits | MEX-5/FITC-TCR2 RNA binding; active compounds read low;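 active = inhibition past about -25% in most replicates, and total fluorescence under double the plate's negative control median, limit read from the data; inconclusive = replicates evenly split on the limit, or fluorescence at least double controls; inactive = too little inhibition in most replicates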;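 note: 0% = DMSO and -100% = 5 µM competing unlabeled TCR2 RNA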
Target sequence (Q9XUB2 whole entry, looked up): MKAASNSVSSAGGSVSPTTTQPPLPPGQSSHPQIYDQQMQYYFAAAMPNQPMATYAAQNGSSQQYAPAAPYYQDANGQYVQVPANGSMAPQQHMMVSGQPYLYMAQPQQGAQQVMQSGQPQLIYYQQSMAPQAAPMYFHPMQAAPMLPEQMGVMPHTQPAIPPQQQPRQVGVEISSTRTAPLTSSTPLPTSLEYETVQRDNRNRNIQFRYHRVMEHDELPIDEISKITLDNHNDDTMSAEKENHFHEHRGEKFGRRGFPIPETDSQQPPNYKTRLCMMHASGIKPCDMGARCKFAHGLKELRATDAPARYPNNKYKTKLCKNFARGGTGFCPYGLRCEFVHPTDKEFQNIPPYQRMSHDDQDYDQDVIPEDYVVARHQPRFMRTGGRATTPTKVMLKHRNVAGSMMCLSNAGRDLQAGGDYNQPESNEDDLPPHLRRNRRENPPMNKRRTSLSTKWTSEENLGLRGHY
MCL1 BIM primary – inhibitors of MCL1 binding to BIM-BH3, primary screen, biochemical, fluorescence polarization; GST-MCL1 / FITC-Bim-BH3 fluorescence polarization; AID 2057, 2009; 320,000 compounds, 0.68% hits; inhibition, % at 10.9 µM; Induced myeloid leukemia cell differentiation protein Mcl-1 (Homo sapiens), Q07820;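 active = inhibition above the mean inhibition of all tested compounds plus 3 SD, set per campaign, cut at about 40% in these data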;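 note: 0% = DMSO wells and 100% = unlabeled Bim-BH3 peptide control; higher means more loss of mP so more displacement of Bim peptide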
CIT2 TOR yeast – modulators of CIT2-GFP expression in yeast, primary screen, S. cerevisiae, GFP fusion, multiplex flow cytometry, MLPCN library. 320,000 compounds, 0.065% hits. GFP response vs DMSO, % at 10 µM. AID 2029, 2009. S. cerevisiae CIT2-GFP strain, 3 h; 100 means same as DMSO wells;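 active = GFP response relative to DMSO above a set limit, near the screen mean plus 3 SD, cut at about 150% in these data; inconclusive = Fewer than 70 cells measured for a yeast strain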;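 note: ratio of well median GFP fluorescence to mean of DMSO wells on the plate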
CR mimetic SO – reduction of superoxide in aged yeast, primary screen, HTS; S. cerevisiae aged cells, superoxide DHE fluorescence; active compounds read low; superoxide response (% of plate mean), % at 10 µM; 330,000 compounds, 0.18% hits; AID 2690, 2010;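 active = superoxide response under a set limit, about three screen SD below normal, cut at about 65% in these data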;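 note: yeast aged for seven days with compound at 30 °C before DHE staining; 100% = average MFI of all compound-treated wells on the plate with controls excluded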
GRK2 inh – compounds blocking aptamer binding on GRK2 – biochemical, human GRK2, bead flow cytometry, HTS, primary screen. FAM-aptamer displacement from GRK2. inhibition of aptamer binding, % at 10 µM. 330,000 compounds, 0.59% hits;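 active = inhibition of aptamer binding above 40%, roughly 3 SD of noise, on plates passing a quality check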;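 note: median bead fluorescence of bound FAM aptamer so fluorescent compounds give negative values; no value below 0 was filed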
AGP1 TOR yeast – modulators of AGP1-GFP expression in yeast TOR pathway, primary screen, cell-based, multiplex flow cytometry, S. cerevisiae, MLPCN library; 3 h; GFP as percent of DMSO wells; GFP response vs DMSO, % at 10 µM; 320,000 compounds, 0.02% hits; AID 2066, 2009;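 active = GFP response relative to DMSO above a set limit, near screen average plus 3 SD, cut at about 150% in these data; inconclusive = fewer than 70 cells counted for the yeast strain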;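 note: median GFP channel fluorescence of the gated AGP1 strain per well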
VLA-4 inh – inhibition in human VLA-4 binding assay, primary screen, VLA-4 allosteric modulator project, MLPCN library, flow cytometry, VLA-4 expressing cells | Integrin alpha-4 (Homo sapiens), P13612 | ligand binding flow cytometry | inhibition, % (about 7 µM as worked out from the volumes in the protocol) | 330,000 compounds, 0.2% hits | AID 2557, 2010; in the data active = inhibition above about 50%
Active calls of the source: *; i = inactive; u = inconclusive; x = no result given.

Second line of a record – BCLXL inh	GLD-1 RNA inh	MEX-5 binding	MCL1 BIM primary	CIT2 TOR yeast	CR mimetic SO	GRK2 inh	AGP1 TOR yeast	VLA-4 inh
COC(=O)c1c(-c2ccc(Br)cc2)csc1NC(=O)Cc1ccc(OC)c(OC)c1
    3	-2	0.4	5	94	114	0	100	5
CCCc1ccc2oc(C(=O)N3CCN(CC(=O)NC(C)C)CC3)c(C)c2c1
    1	-6	3.0	7	100	89	1	102	-4
COc1ccc(OCCOC(=O)CN2C(=O)NC3(CCCC3)C2=O)cc1
    -4	-8	-0.4	-7	88	113	4	98	2
CCCCC(CC)C(=O)Nc1ccc(S(=O)(=O)Nc2nccs2)cc1 (centres undefined)
    7	-2	-2.7	10	93	106	2	107	-2
Cc1ccc(C2CC(C(F)F)n3ncc(C(=O)Nc4cnn(Cc5ccccc5C)c4)c3N2)cc1 (centres undefined)
    4	2	-1.2	12	98	108	2	101	4
CCC(=O)N1CCc2cc(S(=O)(=O)CCC(=O)NC3CCCCC3)ccc21
    6	7	1.4	3	99	106	2	20	2
CNC(=O)N(C1=NCC(C)S1)c1ccc(F)cc1F (centres undefined)
    1	-1	2.6	-2	98	i	1	105	10
Cc1cc(C)c(S(=O)(=O)NCCSCc2ccco2)c(C)c1
    -2	-3	x	-4	89	90	0	98	-4
COc1ccc(OC)c(CC(NC(C)=O)C(=O)NC2CCN(c3nc(OC)nc(OC)n3)CC2)c1 (centres undefined)
    8	5	-0.2	4	93	98	4	93	16
COc1ccc(NC(=O)CC(Cc2ccccc2)C(=O)O)cc1 (centres undefined)
    4	2	1.1	4	105	88	0	109	7
COC(=O)c1cc(NC(=O)CSC2=NCCS2)cc(C(=O)OC)c1
    -2	-4	-0.5	1	99	94	3	92	6
CCn1c2ccccc2c2cc(NC(=O)CC(C)=O)ccc21
    0	0	-0.1	-6	93	95	5	89	-4
CCOc1cc(C2C3=C(CCCC3=O)N(CCC(=O)O)C3=C2C(=O)CCC3)ccc1OS(=O)(=O)c1ccc(C)cc1
    11	2	-3.1	14	100	96	2	98	-4
O=C(CN1C(=O)/C(=C/c2ccco2)SC1=S)Nc1ccc(C(=O)O)c(O)c1
    28	4	-28*	73*	104	80	12	102	24
CCOc1cc(C(=O)Nc2ccc(S(=O)(=O)Nc3nnc(CC)s3)cc2)cc(OCC)c1OCC
    -3	-6	0.2	-4	107	102	2	102	-1

Later entries
Second line of a record – BCLXL inh	GLD-1 RNA inh	MEX-5 binding	MCL1 BIM primary	CIT2 TOR yeast	CR mimetic SO	GRK2 inh	AGP1 TOR yeast	VLA-4 inh
CC(=O)Nc1ccc(Nc2cc(N(C)C)c3nonc3c2[N+](=O)[O-])cc1
    x	x	-0.1	x	98	96	0	92	4
NC(=O)c1ccc[n+](Cc2cccc3ccccc23)c1
    4	-3	-0.4	5	99	100	1	106	12
CC(C)(C)c1cc(NC(=O)Nc2ccccc2)no1
    3	-2	-1.1	3	105	95	0	105	1
Nc1nc(N)c2cc(Sc3ccc4ccccc4c3)ccc2n1
    3	1	0.8	3	86	114	0	100	10
CCCCCCn1c(SCCOC)nc2c1c(=O)[nH]c(=O)n2C
    1	-1	3.8	0	98	94	1	95	13
O=C(Nc1cccc(-c2csc(Nc3cccc(C(F)(F)F)c3)n2)c1)c1cc([N+](=O)[O-])cc(C(F)(F)F)c1
    1	4	0.6	7	114	95	4	100	-11
O=C(Nc1cccn(Cc2c(Cl)cccc2Cl)c1=O)c1ccc(Cl)cc1Cl
    4	8	0.6	9	94	92	1	103	13
Cc1ccc(CN2C(=O)CNC2=S)cc1
    0	-6	1.4	-5	106	98	0	117	5
CC1=C(C(=O)OCc2ccc3c(c2)OCO3)C(c2ccccc2OCc2ccccc2)NC(=O)N1 (centres undefined)
    3	-7	-2.1	0	101	100	0	99	12
COc1ccc(N(CC(=O)Nc2ccc(S(=O)(=O)N3CCCC3)cc2)S(C)(=O)=O)cc1OC
    0	9	0.7	4	97	98	2	102	5
CC(=O)Oc1ccc(-c2ccc(C(=O)OCC(=O)N(C)CC(=O)Nc3ccccc3Cl)cc2)cc1
    -3	1	-2.8	-14	114	103	10	104	5
C=CCNC(=O)C1CC(=O)N(c2ccc(OCC(=O)Nc3ccc(Cl)c(C(F)(F)F)c3)cc2)C1 (centres undefined)
    7	0	1.5	10	107	95	0	103	7
CCN1C(=O)[C@H]2[C@@H](c3ccc(-c4ccc(F)cc4)c(OC)c3)N[C@@](C)(C(=O)OC)[C@H]2C1=O
    1	0	-6.6	-8	98	100	3	93	1
CC1(C)Cc2cccc(OCC(=O)N3CCN(c4ccccc4F)CC3)c2O1
    3	4	1.1	5	91	103	2	100	17
O=C(CN(C(=O)C1COc2ccccc2O1)c1ccccc1)NCC1CCCO1 (centres undefined)
    8	3	1.2	6	x	104	2	91	13

The results go on:
Second line of a record – BCLXL inh	GLD-1 RNA inh	MEX-5 binding	MCL1 BIM primary	CIT2 TOR yeast	CR mimetic SO	GRK2 inh	AGP1 TOR yeast	VLA-4 inh
Cc1ccc(OCCNC(=O)Cn2cnc3c(=O)n(C)c(=O)n(C)c32)cc1C
    5	3	0.2	9	94	104	0	100	16
O=C(NCc1ccncc1)c1cc(-c2ccc(Cl)cc2)oc1C(F)(F)F
    1	6	0.6	3	95	128	0	101	-9
COc1ccccc1/C=C/C1(C(=O)NC2CCCC2)CC(=O)N1c1ccccc1 (centres undefined)
    4	2	-0.7	-1	108	98	0	112	-1
O=C(COC(=O)c1cc(Cl)ccc1O)Nc1cc(C(F)(F)F)ccc1N1CCOCC1
    x	4	x	x	110	106	5	102	9
CCc1nnc(NC(=O)CN2CCN(Cc3ccccc3C)CC2)s1
    3	3	0.8	0	103	103	2	94	14
O=C(COC(=O)c1cccc(S(=O)(=O)N2CCOCC2)c1)Nc1ccc2c(c1)OCO2
    0	0	-0.8	-2	112	93	6	105	-20
Cc1cccc(C)c1OCc1cc(C(=O)NCc2ccc(Cl)s2)no1
    4	1	0.2	-7	96	111	7	100	2
CCOc1ccccc1CNC(=O)Cn1ccc2cc(S(=O)(=O)N3CCC(C)CC3)ccc21
    5	1	2.5	-2	105	96	3	115	-2
Cc1ccc(Cl)cc1Nc1nc(-c2sc(NC(=O)C(C)(C)C)nc2C)cs1
    3	0	8.3	6	100	103	0	100	0
CCOc1ccc(-c2c(C(=O)N/N=C/c3ccccc3)nnn2-c2nonc2N)cc1
    4	7	-1.2	2	98	103	2	103	-17
Cc1ccc(S(=O)(=O)NCCC(=O)N2CCOCC2)cc1C
    2	0	1.2	6	96	96	0	93	3
COc1ccc(Nc2nc(-c3cccs3)cs2)cc1
    -7	-8	2.2	-11	100	102	4	97	-11
CN(Cc1ccsc1)C(=O)CCc1nnc(CCCc2ccccc2)o1
    6	-1	0.9	-3	103	98	0	101	-5
O=C(CC12CC3CC(CC(C3)C1)C2)NCC(c1ccc(F)cc1)N1CCOCC1 (centres undefined)
    8	-12	0.3	8	u	126	0	u	-2
Cc1cnc(NC(=O)Cn2cnc3c2c(=O)n(C)c(=O)n3C)s1
    0	3	0.3	-1	101	90	0	101	12

Later entries.
Second line of a record – BCLXL inh	GLD-1 RNA inh	MEX-5 binding	MCL1 BIM primary	CIT2 TOR yeast	CR mimetic SO	GRK2 inh	AGP1 TOR yeast	VLA-4 inh
COc1ccc(N(CC(=O)N2CCCCCC2)S(C)(=O)=O)cc1Cl
    3	9	-2.7	4	107	106	0	95	3
Cc1cccc(NS(=O)(=O)c2cc3c(cc2C)N(C)CCO3)c1
    2	9	0.1	2	101	91	4	98	2
Cc1ccc(NC(=O)CC(O)(C(F)(F)F)C(F)(F)F)c(Br)c1
    9	-1	-0.9	4	96	101	0	96	-15
Cc1cc(C)cc(OCC(=O)N/N=C/c2ccco2)c1
    8	1	2.6	11	93	86	27	94	10
O=c1cc(O)c2c(=O)n(-c3ccccc3)c3c(c2o1)CCCCCC3
    0	-2	-0.5	-2	109	96	1	100	12
O=C(CC1C(=O)NCCN1C(=O)Nc1ccccc1)Nc1cccc(C(F)(F)F)c1 (centres undefined)
    5	2	-0.5	10	107	90	0	108	25
O=C(C[C@@H]1NS(=O)(=O)OC2CCCCC21)c1ccccc1 (some centres undefined)
    0	1	-0.6	1	84	112	0	86	12
NS(=O)(=O)c1ccc(NC(=O)COC(=O)c2ccco2)cc1
    3	-4	0.0	-2	91	98	0	95	-3
Cc1cc(C)c2cc(CN(CCCO)S(=O)(=O)c3ccccc3F)c(=O)[nH]c2c1
    0	-7	1.5	2	102	98	2	104	3
COC(=O)CSC1=C(C#N)C(c2ccc(C)cc2)C2=C(CCCC2=O)N1 (centres undefined)
    7	1	2.4	4	103	98	1	104	-1
Cc1ccc(N2C(=O)CC(N(O)C3CC(=O)N(c4ccc(C)cc4)C3=O)C2=O)cc1 (centres undefined)
    8	-4	-2.1	4	105	98	0	102	2
CCc1nc(SCC(=O)NNC(=O)C2CCCCC2)c2ccccc2n1
    3	2	-1.5	6	120	95	0	104	17
Cc1ccc(C(=O)N/C(=C/c2cccc([N+](=O)[O-])c2)C(=O)NCC2CCCO2)cc1 (centres undefined)
    1	2	-1.0	9	105	105	1	104	3
O=c1c2ccc(Cl)cc2[nH]c(=S)n1CCCN1CCOCC1
    3	-1	-3.6	6	94	106	0	101	-15
CCOc1ccc(C(C)NC(=S)NC2CCCCC2)cc1OCC (centres undefined)
    3	5	1.2	6	105	106	0	99	-2

Further structures:
Second line of a record – BCLXL inh	GLD-1 RNA inh	MEX-5 binding	MCL1 BIM primary	CIT2 TOR yeast	CR mimetic SO	GRK2 inh	AGP1 TOR yeast	VLA-4 inh
CCOC(=O)c1nncc(-c2ccccc2)n1
    2	0	x	-1	92	122	0	68	9
COc1cc2nc(CN(CCC(C)C)Cc3nc4cc(OC)c(OC)cc4c(=O)[nH]3)[nH]c(=O)c2cc1OC
    5	4	-5.8	-1	102	97	0	106	9
COc1ccc(CC(=O)Nc2cccc(SC)c2)cc1
    6	-3	3.1	3	97	118	1	97	10
O=C(/C=C/Nc1ccc(S(=O)(=O)Nc2ncccn2)cc1)c1ccc(Cl)c(Cl)c1
    -2	0	-12	-9	103	107	0	76	-7
COc1cc(C)c(C)cc1S(=O)(=O)N1CCCCC1c1cccnc1 (centres undefined)
    3	5	-4.9	2	69	102	4	96	-2
CCN(CC)S(=O)(=O)c1ccc(C)c(NC(=O)CNc2cccc(S(=O)(=O)N3CCCC3)c2)c1
    3	-4	-1.2	-3	97	114	0	107	0
Cc1ccc(SCc2cn3cc(Cl)ccc3n2)cc1
    9	-1	2.0	6	118	94	4	123	0
COc1ccc(NC(=O)CSc2nnc(Cn3cnc4ccccc43)o2)cc1
    -2	5	2.3	-9	100	98	0	102	8
O=C(O)CC1C(=O)NCCN1Cc1cccs1 (centres undefined)
    -1	4	1.3	-2	114	93	0	111	7
O=C(Nc1cccc(O)c1)c1ccccc1
    3	4	-2.1	12	109	90	1	104	-9
